High-throughput results as filed in PubChem BioAssay.
IDE act: activators of human insulin-degrading enzyme in cells. P14735. HEK cells, FAbeta-B cleavage, fluorescence polarization; 0% vehicle, 100% cell-free pure enzyme wells. activation, % at 5.96 µM. 340,000 tested, 0.073% active. AID 493087;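 active = activation above the mean of all tested compounds plus 3 SD, set per screening campaign, cut at about 17% in these data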
Target sequence (P14735 whole entry, looked up): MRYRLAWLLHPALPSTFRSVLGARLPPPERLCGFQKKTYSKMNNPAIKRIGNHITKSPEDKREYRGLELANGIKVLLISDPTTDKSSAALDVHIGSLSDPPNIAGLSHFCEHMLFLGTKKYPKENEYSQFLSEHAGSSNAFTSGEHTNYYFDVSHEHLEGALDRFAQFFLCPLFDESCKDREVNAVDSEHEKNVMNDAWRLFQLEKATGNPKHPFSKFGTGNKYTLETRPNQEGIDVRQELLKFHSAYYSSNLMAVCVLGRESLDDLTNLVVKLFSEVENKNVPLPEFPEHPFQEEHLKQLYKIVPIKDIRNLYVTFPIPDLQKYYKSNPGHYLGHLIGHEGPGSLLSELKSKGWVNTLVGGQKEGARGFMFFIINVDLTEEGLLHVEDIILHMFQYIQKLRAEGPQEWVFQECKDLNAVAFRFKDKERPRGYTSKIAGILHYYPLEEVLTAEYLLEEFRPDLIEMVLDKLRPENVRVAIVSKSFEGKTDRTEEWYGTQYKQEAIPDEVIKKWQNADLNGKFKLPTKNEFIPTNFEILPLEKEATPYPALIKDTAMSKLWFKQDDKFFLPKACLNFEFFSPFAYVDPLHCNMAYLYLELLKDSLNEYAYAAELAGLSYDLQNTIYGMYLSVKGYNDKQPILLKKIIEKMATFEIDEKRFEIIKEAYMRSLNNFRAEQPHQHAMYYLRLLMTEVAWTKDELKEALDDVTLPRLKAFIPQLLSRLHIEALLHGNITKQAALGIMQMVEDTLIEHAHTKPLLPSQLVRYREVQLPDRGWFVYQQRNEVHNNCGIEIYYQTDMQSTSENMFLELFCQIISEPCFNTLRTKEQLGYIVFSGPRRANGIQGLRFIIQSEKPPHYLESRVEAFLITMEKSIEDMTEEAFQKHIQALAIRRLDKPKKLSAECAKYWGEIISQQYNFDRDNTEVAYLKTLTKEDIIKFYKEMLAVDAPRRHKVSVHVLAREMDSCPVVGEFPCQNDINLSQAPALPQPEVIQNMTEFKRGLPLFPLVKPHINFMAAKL
* = called active by the depositor.

no. | mol | IDE act
1 | COc1ccccc1NS(=O)(=O)c1cccc(C(=O)NCC(c2ccco2)N2CCCCC2)c1 (configuration not stated) | 1
2 | CCn1c(COC(=O)CNC(=O)c2ccccc2F)nc2cc(S(=O)(=O)N(C)C)ccc21 | 5
3 | CCOc1ccccc1C(=O)Nc1cccc(-c2ccc(N3CCOCC3)nn2)c1 | 4
4 | CC1CCCCC1NC(=S)NC(=O)c1ccccc1Cl (configuration not stated) | 4
5 | CCCNC(=O)c1ccc(N2CCC3(CC2)CC(c2cccc(Br)c2)=NO3)c(NC(=O)c2cccc(OC)c2)c1 | -2
6 | O=C(NCc1ccco1)c1cccc2c1C(=O)c1ccc(N3CCCC3)cc1S2(=O)=O | -5
7 | Cc1ccc(SCC(=O)Nc2nnc(-c3ccco3)o2)cc1 | 0
8 | CCCNC(=O)c1onc(CSc2ccc(Cl)cc2)c1C(=O)NCC1CC1 | 4
9 | Cc1cc(NC(=O)C(C)SCC(=O)OCc2ccc([N+](=O)[O-])cc2)no1 (configuration not stated) | 4
10 | Cc1ccc(S(=O)(=O)N(C)C)cc1NC(=O)COc1cccc(-n2cnnn2)c1 | 3
11 | CCOc1cc(C(=O)OCc2cccc(OC)c2OC)ccc1OCC(=O)N1CCOCC1 | 4
12 | Cc1ccc(C)c(COC(=O)c2cccc(S(=O)(=O)N3CCCC3)c2)c1 | 3
13 | Cc1csc(=O)n1CC(=O)OCC(=O)N(CC(C)C)c1c(N)n(Cc2ccccc2)c(=O)[nH]c1=O | 3
14 | Cc1ccc(S(=O)(=O)N2CCCC2CNC(=O)c2ccccc2)cc1 (configuration not stated) | -3
15 | CC(=O)c1cccc(NC(=O)COC(=O)CC2CC3CCC2C3)c1 (configuration not stated) | 12

(list continues)
no. | mol | IDE act
16 | CCOc1ccc(CCNC(=O)COC(=O)Cc2ccc(F)cc2)cc1OCC | 3
17 | Cc1ccc(NC(=O)COC(=O)COc2ccc3ccc(=O)oc3c2)cc1[N+](=O)[O-] | -1
18 | CCNC(=O)NC1c2ccccc2CSc2ccccc21 (configuration not stated) | 3
19 | COc1ccc2c(C(=O)c3ccc(C)cc3)n(CCCC(N)=O)[n+]([O-])c2c1 | 1
20 | CC1CCN(c2ccc(-c3ccc(NC(=O)c4ccco4)cc3)nn2)CC1 | 2
21 | CSCc1c(C(=O)N2CCCc3ccccc32)oc2ccccc12 | 1
22 | CN(Cc1nc2ccccc2c(=O)[nH]1)C(=O)c1cc2c(s1)CCCCC2 | -1
23 | O=C(CCc1ccccc1)NCCCNC(=O)CCc1ccccc1 | 2
24 | CCCCCNC(=O)c1cccc(S(=O)(=O)N2CC3(C)CC2CC(C)(C)C3)c1 (configuration not stated) | 0
25 | Cc1ccc(C)c(N2N=C(C(=O)OCc3nnc(-c4cccs4)o3)CCC2=O)c1 | 0
26 | O=C(COC(=O)c1cccnc1Cl)Nc1cccc(S(=O)(=O)N2CCOCC2)c1 | 0
27 | O=C(C[C@@H]1C/C=C\CCCC(=O)OC[C@@H]2CCCN2C1=O)NCCO | 6
28 | COCC(C)n1c(C)cc(C(=O)CN2c3cccc4cccc(c34)S2(=O)=O)c1C (configuration not stated) | 3
29 | COCc1c(C(=O)NCc2ccccc2CN2CCCC2)oc2ccccc12 | -2
30 | CN(Cc1cccnc1)C(=O)c1cc(S(=O)(=O)Nc2ccccc2F)ccc1Cl | 4

(list continues)
no. | mol | IDE act
31 | O=C(Cn1ncc(Cl)c(Cl)c1=O)c1ccc2c(c1)OCCO2 | 7
32 | CC(=O)Nc1ccc(S(=O)(=O)N(C)c2ccc(OCCOc3cccc(C)c3)cc2)cc1 | -2
33 | O=C(COc1ccccc1Cl)NCC(c1cccs1)N1CCOCC1 (configuration not stated) | 1
34 | COc1ccc(-c2ccc3c(c2)C2CC3CCN2C(=O)OCc2ccccc2)cc1 (configuration not stated) | -5
35 | COc1cc(-c2cc(C(=O)Nc3ccncc3)c3ccccc3n2)cc(OC)c1OC | 5
36 | Cc1ccc(CNC(=O)COC(=O)c2cc(=O)[nH]c3ccccc23)cc1 | 5
37 | CC(C)(C)c1ccc(-c2nnc(SCC(=O)NC3CC3)o2)cc1 | 2
38 | O=C(Nc1cc(F)ccc1F)c1ccc(-n2cncn2)c([N+](=O)[O-])c1 | 0
39 | O=C1NC(=O)/C(=C/c2ccco2)N1 | -3
40 | CCN1C(=O)[C@H]2[C@@H](c3ccc(-c4ccc(C(C)=O)cc4)cc3)N[C@@](C)(C(=O)OC)[C@H]2C1=O | 5
41 | CCCN(C(=O)Cc1coc2cc(OC)ccc12)C1CCS(=O)(=O)C1 (configuration not stated) | 5
42 | COc1cccc(OC)c1OC(=O)c1ccccc1 | 3
43 | Cc1ccc(S(=O)(=O)N2CCCCC2)cc1C(=O)OC(C)C(=O)NCC1CCCCC1 (configuration not stated) | 5
44 | O=C(COC(=O)c1ccccc1O)NC12CC3CC(CC(C3)C1)C2 | 3
45 | CC(C)C[C@@H](CNCC(=O)[C@H](CC(C)C)NC(=O)c1[nH]cnc1C(=O)N[C@H](CN)CC(C)C)NC(=O)c1nc[nH]c1C(=O)N[C@@H](CC(=O)O)C(=O)O | 0

Rewritten with the structure last: part of the list above
no. | IDE act | structure
34 | -5 | COc1ccc(-c2ccc3c(c2)C2CC3CCN2C(=O)OCc2ccccc2)cc1 (configuration not stated)
35 | 5 | COc1cc(-c2cc(C(=O)Nc3ccncc3)c3ccccc3n2)cc(OC)c1OC
36 | 5 | Cc1ccc(CNC(=O)COC(=O)c2cc(=O)[nH]c3ccccc23)cc1
37 | 2 | CC(C)(C)c1ccc(-c2nnc(SCC(=O)NC3CC3)o2)cc1
38 | 0 | O=C(Nc1cc(F)ccc1F)c1ccc(-n2cncn2)c([N+](=O)[O-])c1
39 | -3 | O=C1NC(=O)/C(=C/c2ccco2)N1

Carrying on:
no. | mol | IDE act
46 | COc1ccc(/C=C2\SC(=O)N(CCNC(=O)CN3C(=O)NC4(CCCC4)C3=O)C2=O)cc1 | 6
47 | C[C@H](CO)N1C[C@H](C)[C@@H](CN(C)C(=O)Nc2ccc(C(F)(F)F)cc2)Oc2ccc(NS(=O)(=O)c3cccs3)cc2C1=O | 3
48 | C[C@H]1CN([C@@H](C)CO)C(=O)c2cccc(NC(=O)Nc3ccc(F)cc3)c2O[C@@H]1CN(C)Cc1ccc(C(=O)O)cc1 | 5
49 | Cc1ccc(C(=O)OCC(=O)Nc2ccc3[nH]c(=O)[nH]c3c2)o1 | 3
50 | CC(OC(=O)CCN=C1NS(=O)(=O)c2ccccc21)C(=O)Nc1ccccc1F (configuration not stated) | 5
51 | F[B-](F)(F)c1cnc2ccccc2c1 | 0
52 | S=C(S)N1CCCC1 | 4
53 | CCN(CC)C(=O)[C@H]1CC(CC(=O)NCc2ccc(OC)c(OC)c2)C(=O)N2CCc3c([nH]c4ccccc34)[C@]12C (some centres not stated) | 3
54 | O=C(NCCOc1ccccc1F)C1CC(=O)N(c2ccc3c(c2)OCCO3)C1 (configuration not stated) | 3
55 | CCc1ccc(C(=O)NNC(=O)c2cccc(S(=O)(=O)N3CCN(C)CC3)c2)cc1 | 6
56 | Cc1ccc(COC(=O)c2cccc(S(=O)(=O)N3CCCCCC3)c2)cc1 | 1
57 | CN(CC(=O)NC1CCCC1)S(=O)(=O)c1cccc(Cl)c1 | 1
58 | Cc1noc(C)c1CSCC(=O)Nc1ccc(Br)cc1Cl | 3
59 | CCN1C[C@@H]2[C@@H]3C(=O)N(C)C(=O)[C@@H]3[C@](Cc3ccccc3)(C1=O)N2C(=O)c1ccc(Cl)cc1 | 5
60 | Cc1cc(C)cc(N(CCC#N)C(=O)COC(=O)CCc2c[nH]c3ccccc23)c1 | 3

Next entries:
no. | mol | IDE act
61 | O=C(NC1CCC(O)CC1)c1cc(-c2ccc(Cl)cc2)nc2ccccc12 (configuration not stated) | 3
62 | CNC(=O)c1ccc(NC(=O)Cc2ccc(S(=O)(=O)N3CCOCC3)s2)cc1 | 6
63 | COc1cc(Cl)c(CNC[C@H]2O[C@@H](n3ccc(=O)[nH]c3=O)[C@H](O)[C@@H]2O)c(Cl)c1O | 4
64 | CN(CC(=O)Nc1ccc(F)cc1)C(=O)COC(=O)CNC(=O)c1sc2ccccc2c1Cl | -1
65 | O=C(COC(=O)c1ccc2c(c1)OCO2)Nc1ccccc1F | 2
66 | C[C@H](CO)N1C[C@H](C)[C@@H](CN(C)C(=O)Nc2ccc3c(c2)OCO3)Oc2ccc(NC(=O)CCN3CCOCC3)cc2C1=O | -2
67 | O=[N+]([O-])c1cc(S(=O)(=O)N2CCOCC2)ccc1OCc1cccc(Cl)c1 | 0
68 | O=C(Cc1ccccc1[N+](=O)[O-])Nc1cccc(S(=O)(=O)NC2=NCCCCC2)c1 | 3
69 | CCCCNc1c(-c2ccc(-c3ccc(OC)cc3)c(OC)c2)nc2ccccn12 | -1
70 | C[C@@H]1CN(S(=O)C(C)(C)C)[C@@H](CCO)/C1=C\CCO (some centres not stated) | -1
71 | O=C(OCC(=O)N1CCOCC1)c1ccccc1OCc1ccccc1Cl | 4
72 | COc1ccc(OC)c(NC(=O)COc2coc(CN3CCCc4ccccc43)cc2=O)c1 | 4
73 | O=C(O)c1ccccc1C(=O)OCCCc1ccncc1 | 9
74 | CN(CC(=O)Nc1c(Cl)cccc1Cl)C(=O)CC1Sc2ccccc2NC1=O (configuration not stated) | 1
75 | CCCCOc1ccc(C(=O)NCC(=O)NC2CCC(C)CC2)cc1 (configuration not stated) | 6

(list continues)
no. | mol | IDE act
76 | CCCNC1(C(N)=O)CCN(Cc2ccccc2)CC1 | 1
77 | O=C(CNC(=O)c1ccc(Cl)cc1)NNC(=O)c1ccc(Br)cc1 | 1
78 | COc1ccc(CN(C)C(=O)C(CCSC)NS(=O)(=O)c2ccc3c(c2)OCCO3)c(OC)c1OC (configuration not stated) | 3
79 | CC[C@]12CCCN3CCc4c(n(c5ccccc45)C(=O)C1)[C@@H]32 | 1
80 | CCOC(=O)c1ccccc1NC(=O)COC(=O)C1CC(=O)N(c2ccc3c(c2)OCCO3)C1 (configuration not stated) | -2
81 | Cn1nc(-c2ccccc2)nc1-c1ccccc1 | 3
82 | COC(=O)[C@H](CCSC)NC(=O)Cn1cnc2c(NCc3ccccc3)ncnc21 | 6
83 | CCOc1ncccc1C(=O)OCC(=O)NC(=O)c1ccccc1 | 2
84 | COc1ccc(S(=O)(=O)c2ccccc2)cc1NS(=O)(=O)c1cccc(C(=O)O)c1 | 3
85 | CCOc1cc(C#N)ccc1OCC(=O)NNC(=O)CC1CCS(=O)(=O)C1 (configuration not stated) | 3
86 | O=C(c1c(O)cc(O)cc1O)C1c2c(cc(O)c3c2O[C@H](c2ccc(O)cc2)[C@@H](O)C3)OC1c1ccc(O)cc1 (some centres not stated) | 2
87 | COc1ccc(OC)c(S(=O)(=O)Nc2cccc(O)c2)c1 | 7
88 | CC(=O)Nc1ccc(C=NN=C2c3ccccc3-c3ccccc32)cc1 | -10
89 | O=C1C=C(c2cnc3ccccc3c2)C[C@@H](c2ccc3c(c2)OCO3)C1 | -8
90 | CCOc1ccccc1Nc1cc(C)nc2ccc(C)cc12 | 3

Other entries follow.
no. | mol | IDE act
91 | Cc1ccc(SCC(=O)NC(=O)c2ccccc2Br)c(C)c1 | 1
92 | Cc1cn2c(=O)c(C(=O)N3CCN(c4ccccc4)CC3)cnc2s1 | 8
93 | NCCCC[C@@H](C(=O)NCCCCCCCCCCC(=O)N1CCNCC1)n1cc(CCCC(=O)O)nn1 | 4
94 | COc1cc(C(=O)NNC(=O)c2ccccc2OCc2c(C)noc2C)cc(OC)c1OC | 5
95 | CCOC(=O)c1ccccc1NC(=O)COC(=O)C(Cc1c[nH]c2ccccc12)NC(C)=O (configuration not stated) | -2
96 | COc1ccc(Cl)cc1C(=O)OCC(=O)NC1CCCC(C)C1C (configuration not stated) | 5
97 | COc1cc(NC(=O)C2CCN(S(=O)(=O)c3cccs3)CC2)cc(OC)c1 | 5
98 | CS(=O)(=O)c1ccc(Cl)c(NC(=O)COC(=O)CCc2c[nH]c3ccccc23)c1 | 3
99 | CC1CCCCCCC1OC(=O)c1ccccc1C(=O)O (configuration not stated) | 2
100 | CCc1noc(C)c1C(=O)OCC(=O)NCc1ccccc1OC | 2
101 | Cc1cc(C)cc(NC(=O)COC(=O)c2cccc(S(=O)(=O)N3CCCCC3)c2)c1 | 2
102 | Cc1ccc(S(=O)(=O)N2CC(O)C[C@H]2C(=O)OCC(=O)N2CCN(c3ccc(F)cc3)CC2)cc1C (some centres not stated) | -3
103 | Cc1ccc(SCC(=O)OCC(=O)N(C)CC(=O)Nc2ccc(F)cc2)cc1C | 1
104 | CCOc1ccc(NC(=O)CSc2nnc(C3CC3)n2C2CC2)cc1 | 5
105 | Nc1[nH][nH]c(=O)c1N=Nc1ccccc1 | 3

The listing continues:
no. | mol | IDE act
106 | COc1ccc2c(=O)cc(CO)oc2c1 | 1
107 | Cc1ccnc(NC(=O)CNC(=O)c2ccccc2)c1 | 1
108 | COc1ccc(S(=O)(=O)N2CCOCC2)cc1NC(=O)CSc1nc(C)c(C)c(C)n1 | -2
109 | Nc1nonc1-n1nnc(C(=O)N/N=C/c2cccc(F)c2)c1CN1CCCC1 | 1
110 | CCC1(c2ccccc2)NC(=O)N(CC(=O)Nc2ccccc2C(=O)NC2CC2)C1=O (configuration not stated) | 2
111 | NC[C@H](Cc1ccccc1)NCCc1cc(C(F)(F)F)cc(C(F)(F)F)c1 | 8
112 | CC(=O)Nc1ccc(NC(=O)COC(=O)c2c(-c3ccccc3)noc2C)cc1 | -1
113 | COc1ccc(CNC(=O)COC(=O)CCN2C(=O)C3CC=CCC3C2=O)cc1OC (configuration not stated) | 6
114 | O=C(Nc1ccccn1)C1CCN(S(=O)(=O)c2ccccc2)CC1 | 3
115 | COc1ccccc1/C=C/C(=O)OCC(=O)Nc1nnc(-c2ccccc2)o1 | 4
116 | Cc1ccc(S(=O)(=O)N(C)C)cc1NC(=O)c1ccccc1SCC(=O)N1CCCC1 | 0
117 | CC(=O)OCC1CC(COC(C)=O)C(COC(C)=O)CC1COC(C)=O (configuration not stated) | -2
118 | CCOc1ccc(C(=O)C(C)OC(=O)c2nc(Cl)ccc2Cl)cc1 (configuration not stated) | -4
119 | COc1cc(CCc2ccccc2)c(C(=O)O)c(O)c1C/C=C(/C)CCC=C(C)C | 8

Copied from the list.
entry 110 | IDE act = 2
entry 117 | IDE act = -2
entry 107 | IDE act = 1
entry 108 | IDE act = -2

An excerpt (hit frequency here may not be typical).
